CHT inh: inhibitors of human choline transporter CHT; High affinity choline transporter 1 (Homo sapiens), Q9GZV3; CHT-expressing cells, membrane potential dye, choline response; hits give low values; B-score at 10 µM; 310,000 compounds, 0.86% hits; AID 488975, 2010;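 active = B-score over 3 SD under the library average, and starting fluorescence ratio not unusually high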;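 note: choline stimulus applied at its EC90 after an EC20 pre-addition; B-score computed on integrated fluorescence ratio after choline addition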
Target sequence (Q9GZV3 whole entry, looked up): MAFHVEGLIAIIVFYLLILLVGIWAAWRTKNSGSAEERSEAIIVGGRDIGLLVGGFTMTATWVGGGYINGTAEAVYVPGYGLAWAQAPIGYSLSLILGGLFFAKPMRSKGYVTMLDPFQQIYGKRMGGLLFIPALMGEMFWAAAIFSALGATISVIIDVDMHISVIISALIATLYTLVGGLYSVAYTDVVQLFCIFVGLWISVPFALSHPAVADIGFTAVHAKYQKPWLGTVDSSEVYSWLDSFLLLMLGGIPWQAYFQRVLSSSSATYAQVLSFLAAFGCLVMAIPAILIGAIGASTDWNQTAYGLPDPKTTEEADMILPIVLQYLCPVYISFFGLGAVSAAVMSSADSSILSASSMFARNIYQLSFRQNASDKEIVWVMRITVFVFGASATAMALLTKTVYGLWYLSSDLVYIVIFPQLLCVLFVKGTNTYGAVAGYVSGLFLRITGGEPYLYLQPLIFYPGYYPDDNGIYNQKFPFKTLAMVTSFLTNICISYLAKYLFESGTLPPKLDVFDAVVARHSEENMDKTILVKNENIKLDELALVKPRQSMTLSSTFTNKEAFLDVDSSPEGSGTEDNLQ
Kir21 inh: inhibitors of mouse Kir2.1 inward-rectifier potassium channel; B-score at 10 µM; Inward rectifier potassium channel 2 (Mus musculus), P35561; 310,000 compounds, 0.85% hits; HEK293-Kir2.1, FluxOR thallium flux fluorescence; hits give low values;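 active = fluorescence ratio B-score at or below minus 3 SD of library scores, with starting-brightness B-score within 2 SD, cut at about -4.2 in these data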;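 note: channel flux triggered by added potassium and thallium sulfate stimulus; B-score of peak minus minimum fluorescence over baseline after thallium stimulus; more negative B-score means stronger Kir2.1 block with less thallium influx; some compounds called inactive have numbers as strong as hits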
Target sequence (P35561 whole entry, looked up): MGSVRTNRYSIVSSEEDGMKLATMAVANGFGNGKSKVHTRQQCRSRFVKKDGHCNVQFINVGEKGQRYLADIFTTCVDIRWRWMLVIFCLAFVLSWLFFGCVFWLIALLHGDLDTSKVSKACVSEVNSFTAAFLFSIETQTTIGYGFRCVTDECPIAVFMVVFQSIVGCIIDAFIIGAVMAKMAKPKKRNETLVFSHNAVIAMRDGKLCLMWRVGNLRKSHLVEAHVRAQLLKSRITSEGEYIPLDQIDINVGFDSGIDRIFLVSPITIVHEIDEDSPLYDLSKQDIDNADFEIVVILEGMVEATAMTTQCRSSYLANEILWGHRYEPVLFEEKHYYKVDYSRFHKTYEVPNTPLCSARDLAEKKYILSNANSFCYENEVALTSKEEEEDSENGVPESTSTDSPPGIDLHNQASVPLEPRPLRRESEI
* hit, by the source's call; i = inactive; . = not tested or not shown.

CHT inh	Kir21 inh	molecule
i	-0.94	N=C1c2ccccc2CN1NC(=O)CC12CC3CC(CC(C3)C1)C2
i	0	COC(=O)Nc1ccc(S(=O)(=O)Nc2ccc(O)cc2)cc1
i	0.3	COc1ccc(NC(=O)CSc2nnc(-c3cccc(O)c3)o2)cc1
i	0.65	Cn1cnnc1-c1cccc(NS(=O)(=O)c2ccc(N3CCCC3=O)cc2)c1
i	0.98	CC(C)(C)c1cc(CN2CCCCC2)cc(C(C)(C)C)c1O
i	1.3	COc1ccc(/C(C)=N/NC(=O)c2ccccc2OCc2ccccc2)c(OC)c1
i	1.4	CCNC(=O)C(=O)NCC1CCCN1S(=O)(=O)c1cccs1 (stereo not given)
i	-0.61	COc1ccccc1N(C(=O)c1ccco1)C(C(=O)NC1CCCC1)c1ccc(N2CCOCC2)cc1 (stereo not given)
i	-0.03	Cc1nn(CC#N)c(=O)n1-c1ccc(C(C)C)cc1
i	-1.3	C/C(=N\Nc1ccc(Cl)c(C(=O)O)c1)c1ccc[nH]1
i	-0.76	CCOC(=O)C1=C(C)N=c2s/c(=C\c3ccncc3)c(=O)n2C1c1ccc2c(c1)OCO2 (stereo not given)
i	-0.1	COc1ccc(CC(=O)NCc2cccs2)cc1OC
i	0.1	COCCn1c(=NC(=O)CCS(=O)(=O)c2ccccc2)sc2cc(C(=O)OC)ccc21
i	-0.28	Cc1cc(C(=O)OCC(=O)Nc2ccc(F)cc2)c(C)o1
i	1.3	O=C(c1cc(C2CC2)on1)N1CCN(c2ccccc2)CC1
i	0.86	CCOC(=O)c1cc(-c2ccccc2)nn1CC1CC(c2ccc(Cl)cc2)=NO1 (stereo not given)
i	0.55	CCNC(=O)C1CCCN(c2nc(C)cc(C)n2)C1 (stereo not given)
i	-0.17	S=C(NC1CCCCC1)N1CCN(C/C=C/c2ccccc2)CC1
i	0.6	CN(C)S(=O)(=O)c1ccc(N2CCCC2)c(C(=O)Nc2nc3c(ccc4ccccc43)s2)c1
i	0.19	CCOC(=O)C1=C(C)NC(=O)NC1c1ccc(Br)o1 (stereo not given)
i	1.7	Oc1c(Br)cc(Br)cc1CNc1nccs1
i	0.07	CN1C(=O)c2ccc(C(=O)Nc3cccnc3)cc2C1=O
i	0.54	Cc1ccc(NS(=O)(=O)c2cc(NC(=O)c3ccc4c(c3)NC(=O)CS4)ccc2Cl)c(C)c1
i	0.4	O=C(N/N=C/c1cccc2ccccc12)c1cccnc1
i	2.2	O=C(NCC1CCCO1)c1ccc2c(=O)n(CCc3ccccc3)c(=O)[nH]c2c1 (stereo not given)
i	2.3	Cc1sc2nc(SCC(=O)NCCOCCO)n(C)c(=O)c2c1C
i	-1.4	CC(=O)Nc1ccc(C(=S)NCCCO)cc1
i	3.3	CCOC(=O)C1CCN(Cc2ccccc2C)CC1
i	-1.4	CC1CCN(C(=O)C2CCN(S(=O)(=O)c3ccc4c(c3)CC(C)N4C(=O)C3CC3)CC2)CC1 (stereo not given)
i	-3.4	CCC(C)c1ccc(S(=O)(=O)N2CC(=O)Nc3ccccc32)cc1 (stereo not given)

4 entries from above, set out differently.
Results follow in this order: CHT inh, Kir21 inh
- COc1ccccc1N(C(=O)c1ccco1)C(C(=O)NC1CCCC1)c1ccc(N2CCOCC2)cc1 (stereo not given)
  i, -0.61
- CCNC(=O)C(=O)NCC1CCCN1S(=O)(=O)c1cccs1 (stereo not given)
  i, 1.4
- COC(=O)Nc1ccc(S(=O)(=O)Nc2ccc(O)cc2)cc1
  i, 0
- N=C1c2ccccc2CN1NC(=O)CC12CC3CC(CC(C3)C1)C2
  i, -0.94

The list goes on.
CHT inh	Kir21 inh	molecule
i	-1.7	Cc1ccc(OCC(=O)NC2=NCCS2)cc1
i	-1.1	CC(=O)Nc1ccc(C(=O)NCCc2ccccc2)cc1
i	-0.23	CC1=NN(c2ccccc2)C(=O)C1=C(C)C
i	0.52	Cc1c(C(C)(C)C)c(C=S)n2ccccc12
i	-1.8	COc1ccc(CN(C(=O)c2cc3ccccc3oc2=O)C2CCS(=O)(=O)C2)cc1 (stereo not given)
i	-11*	N#CC1=C(SCc2ccccc2)NC(=O)CC1c1ccccc1 (stereo not given)
i	-1.6	CCCCN(CC)C(=O)c1oc2ccc(S(=O)(=O)N3CCCC3)cc2c1C
i	-0.7	COC(=O)C1=C(C)N(CCCC(=O)O)C(=O)NC1c1ccc([N+](=O)[O-])cc1 (stereo not given)
i	-2.2	O=C(c1ccc(OC2CCN(C/C=C/c3ccc(F)cc3)CC2)cc1)N1CCCCC1
i	2.7	COc1ccc(-n2cnc3scc(-c4ccc(OC)c(OC)c4)c3c2=O)cc1
i	-0.37	COc1ccccc1N1C(=O)CC(N2CCc3ccccc32)C1=O (stereo not given)
i	-0.19	COc1ccc(N(C(=O)/C=C/c2ccccc2)C2=CC3CCC(C2)N3C)cc1 (stereo not given)
i	-0.53	CCOc1cc(/C=N/NC(=O)COc2ccc(Cl)cc2)ccc1OS(=O)(=O)c1ccccc1
i	2.1	Cc1cc(C)nc(NS(=O)(=O)c2ccc(Br)s2)c1
i	-1.3	COc1cccc(C(=O)CSc2nnnn2C)c1
i	-0.34	COc1ccccc1C1CC(c2ccc(NS(C)(=O)=O)cc2)=NN1C(=O)c1ccccc1 (stereo not given)
i	1.3	COc1ccc(Cn2nnc3ccccc32)cc1
i	-0.18	CC(C)(C)NC(=S)NCc1ccncc1
i	-5.8*	OC1CCCN(Cc2ccc3ccc4cccc5ccc2c3c45)C1 (stereo not given)
i	0.46	COc1cc(C(=S)N2CCCC2)cc(Cl)c1OCC(=O)Nc1ccc(C)cc1C
i	-1.5	CC(=O)n1cc(/C=C2/N=C(c3ccccc3)OC2=O)c2ccccc21
i	0.3	CCN(C(N)=S)c1ccccc1
i	-0.09	NS(=O)(=O)c1cccc(NC(=S)NCc2ccc3c(c2)OCO3)c1
i	0.86	Cc1ccc(OCc2ccc(C(=O)Nc3cc(C)on3)o2)c([N+](=O)[O-])c1
i	0.4	CCOc1ccc(OCCC(=O)N2CCc3cc(OC)c(OC)cc3C2)cc1
i	-2.2	CC1(C)CC(O)CC(C)(C)N1CC(O)COCCOc1ccc(Br)cc1 (stereo not given)
i	0.15	Cc1c(C=NCCOCc2ccccc2)cnn1C
i	0.45	COc1ccc(S(=O)(=O)N2CCOCC2)cc1NC(=O)c1cccc2c(=O)c(C)c(-c3ccccc3)oc12
i	-0.48	O=C(COC(=O)c1cc(NS(=O)(=O)c2cccs2)ccc1O)Nc1ccc(F)c(F)c1F
i	-0.4	O=S(=O)(c1ccc(F)cc1)N1CCN(CC2CC3C=CC2C3)CC1 (stereo not given)

Entries of single compounds from above. Values in the order: CHT inh	Kir21 inh
Cc1cc(C(=O)OCC(=O)Nc2ccc(F)cc2)c(C)o1 across the screens: i	-0.28
COC(=O)Nc1ccc(S(=O)(=O)Nc2ccc(O)cc2)cc1 across the screens: i	0

(more compounds)
CHT inh	Kir21 inh	molecule
i	-4.3*	C=CCOc1ccccc1CN1CCC(Cc2ccccc2)CC1
i	0.84	CCCN(CC(=O)Nc1ccc(Cl)cc1Cl)C(=O)/C=C/c1ccco1
i	.	C#CCOCCOCCOCCNc1nc(N2CCN(C(=O)[C@H]([C@@H](C)O)n3cc(CCCCN)nn3)CC2)nc(N2CCN(C(=O)[C@H](CCCCN)n3cc(CC(C)O)nn3)CC2)n1 (stereo not given in full)
i	0.15	COc1ccc(N2CCN(C(=O)CSc3nnc(-c4cc5ccccc5cc4O)n3C)CC2)cc1
i	-0.63	COc1ccc(-c2csc(COC(=O)C(C)(C)C)n2)cc1
i	-0.52	COc1ccccc1NC(=O)c1ccc(NC(=O)COC(=O)C2CC2C)cc1 (stereo not given)
i	-6.5*	COc1ccc2c(c1)N(S(=O)(=O)c1ccccc1)CCC2=O
i	0.88	CCc1cccc(CC)c1NC(=O)COC(=O)CC1c2ccccc2CCN1S(=O)(=O)c1ccccc1 (stereo not given)
i	-3.5	COc1ccc(C)cc1Nc1n[n+](-c2ccccc2)c(-c2c(Cl)cccc2Cl)s1
i	-1.6	CCN(CC(=O)Nc1ccc(OC)cc1)C(=O)c1ccc(NS(=O)(=O)c2ccc(C(C)=O)cc2)cc1
i	-1.6	Cc1cccc(C(=O)NCC(=O)N2CCOCC2)c1
i	-0.42	Cc1nn(C)c(Cl)c1CN1CCCC(CCC(=O)NCc2ccccc2F)C1 (stereo not given)
i	-0.53	Cc1cc(C)nc(SCc2cc(=O)c(OC(=O)c3ccc(S(=O)(=O)N(C)C)cc3)co2)n1
i	-0.23	CC(C)CNC(=O)c1nn(Cc2ccccc2)c(=O)c2ccccc12
i	0.47	O=C(C1=C[C@@H](c2coc3ccccc3c2=O)C[C@@H](OCCCCO)O1)N1CCN(Cc2ccc3c(c2)OCO3)CC1
i	0.71	Cc1cccnc1NC(=O)CNC(=O)c1cccs1
i	-0.01	CCOc1ccccc1N(CC(=O)NC1CCCCC1)S(=O)(=O)c1ccc(C)cc1
i	0.83	O=C(NC(=S)Nc1cc(Cl)ccc1O)c1cccc(Br)c1
i	-1.5	CSC1=NCCN1C(=O)Cc1ccc(F)cc1
i	-1.1	COCCn1c(C)cc(C2=NNC(=Nc3ccc(OC)cc3)SC2)c1C
i	-0.14	COc1cccc(NC(=O)N2CCCC(C(=O)NCc3ccc(F)cc3)C2)c1 (stereo not given)
i	-1.6	CCOC(=O)CSc1nnc(C)c(C)n1
i	0.99	CC(C)C(=O)NC(=O)COC(=O)/C=C/c1cccs1
i	-0.89	Cc1onc(-c2ccccc2)c1-c1nc2ccccc2c(=O)o1
i	0.46	COc1cccc(-c2nc(CS(=O)CC(=O)NC3CC3)c(C)o2)c1 (stereo not given)
i	-0.29	COC(=O)C1=C(C)N(Cc2ccccc2)C(=O)/C1=C\c1ccco1
i	1.4	CCCCCC(=O)Nc1nc(C)c(-c2csc(Nc3cc(Cl)ccc3C)n2)s1
i	-1.8	COc1ccc(S(=O)(=O)NCC(c2cccnc2)N2CCN(Cc3ccccc3)CC2)cc1C (stereo not given)
i	0.96	CCOc1ccc(NC(=O)c2cccc3c2C(=O)N(Cc2cccnc2)C3)cc1
i	0.18	O=C(NCC(=O)N1CCN(c2ccccc2O)CC1)c1ccc(Br)o1

No new results follow: entries from further up.
CHT inh	Kir21 inh	molecule
i	-0.29	COC(=O)C1=C(C)N(Cc2ccccc2)C(=O)/C1=C\c1ccco1
i	1.4	CCCCCC(=O)Nc1nc(C)c(-c2csc(Nc3cc(Cl)ccc3C)n2)s1
i	-1.8	COc1ccc(S(=O)(=O)NCC(c2cccnc2)N2CCN(Cc3ccccc3)CC2)cc1C (stereo not given)
i	0.96	CCOc1ccc(NC(=O)c2cccc3c2C(=O)N(Cc2cccnc2)C3)cc1
i	0.18	O=C(NCC(=O)N1CCN(c2ccccc2O)CC1)c1ccc(Br)o1

More compounds follow:
CHT inh	Kir21 inh	molecule
i	0.82	CN(CCO)c1cc(N(C)CCO)c([N+](=O)[O-])cc1[N+](=O)[O-]
i	1.9	O=C(Cc1nnc(NC(=O)Nc2ccccc2F)s1)NCc1ccccc1
i	1.3	Brc1c(CSc2nncn2-c2ccccc2)nc2ncccn12
i	-1.3	C/C(=N/NC(=O)c1cc(-c2cccc([N+](=O)[O-])c2)n[nH]1)c1ccc(Cl)cc1
i	2.8	O=C(CN1CCOCC1)Nc1nc2ccc(Br)cc2s1
i	-0.67	O=C(Cn1ccc2ccccc2c1=O)NCC1COc2ccccc2O1 (stereo not given)
i	0.01	CCOc1cc(CNc2ccccc2)cc(Br)c1OCC(=O)NC(C)(C)C
i	-0.32	Cc1ccc2nc(NC(=O)c3cc(-c4ccco4)nc4ccccc34)sc2c1
i	-0.35	COc1ccc(S(=O)(=O)N2CCCCCC2)cc1C(=O)N(C)CC(=O)Nc1ccccc1Cl
i	-0.12	CC1=NN(C(=O)c2ccoc2C)C(O)(C(F)(F)F)C1 (stereo not given)
i	1.8	CC(=O)c1c(C)[nH]c(C(=O)/C(C#N)=C/c2cccc(C)c2)c1C
i	1.4	CCN1CCN(S(=O)(=O)c2ccc(-c3cc(C)no3)s2)CC1
i	0.6	CCOc1ccc(NS(=O)(=O)c2ccc(OCC)c3ncccc23)cc1
i	-0.35	COCC1CCCCN1C(=O)c1ccc(OC2CCN(CCc3ccccc3)CC2)cc1 (stereo not given)
i	0.01	CSc1cccc(NC(=O)c2sc3nc4n(c(=O)c3c2C)CCC4)c1
i	-0.78	CCOc1ccc(S(=O)(=O)n2nnc3ccccc32)cc1C(C)C
i	-0.76	CCOc1c2ccc(C(=O)NCc3ccc(C(F)(F)F)cc3C(F)(F)F)cc2nn1C
i	0.01	Cc1nc(NC(=O)C23CC4CC(CC(C4)C2)C3)sc1Cc1ccc2c(c1)OCO2
i	0.52	O=C(CSc1nc(C(F)(F)F)cc(=O)[nH]1)Nc1nccs1
i	1.9	COc1ccc(NC(=O)c2ccccc2)c([N+](=O)[O-])c1
i	2.9	CC(=O)N1CCN(C(=O)c2ccc(Oc3ccccc3)cc2)CC1
i	-0.07	COc1ccc(C(=O)N/N=C(\C)CC(=O)Nc2ccc3c(c2)OCO3)cc1
i	-0.87	CCOc1ccc(N(CC(=O)NCc2ccc(F)cc2)C(=O)c2ccco2)cc1
i	0.92	CCOc1ccc(NC(=S)NCc2ccc3c(c2)OCO3)cc1
i	.	COc1cccc([C@@H]2CC=C(C(=O)O)[C@H](c3ccc(F)cc3)N2S(=O)(=O)c2ccc(C)cc2)c1
i	-0.19	CCOc1ccc(-c2n[nH]c(C(=O)NN)c2C)cc1
i	-1.4	CCCCNCCCOc1ccc(C)cc1Br
i	1.5	CCOC(=O)N1CCN(C(=O)CSc2ccc(-c3ccccc3)nn2)CC1

Screening data (PubChem BioAssay)
